From PubChem BioAssay
EWS-Fli block = EWS/Fli transcriptional activity inhibition; A673 NR0B1-luciferase reporter, viability-normalised; inhibition, % at 12.6 µM; hit rate 0.67% among 350,000;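 active = mean inhibition of at least 50% after viability correction, with every replicate also passing that limit; inconclusive = mean reaches 50% but only one of two replicates passes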;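 note: firefly luciferase signal divided by Alamar Blue viability fluorescence both relative to DMSO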
PAX8 inh HTS = lowers PAX8-driven luciferase in RMG-I cells. RMG-I TPO-luciferase reporter, SteadyGlo, 24 h. inhibition, % at 12.6 µM. hit rate 1.2% among 360,000;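 active = mean replicate inhibition at least 60% with every replicate also reaching 60%; inconclusive = only one of the two criteria is met; inactive = mean below 60% and not all replicates reaching 60%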;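 note: luciferase light reporting Pax8 driven TPO promoter activity; plate controls were median of neutral control wells for no effect and mitoxantrone controls for full effect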
LGR2 inh = Drosophila LGR2 receptor signaling inhibition | AID 720647 | hit rate 0.35% among 380,000 | inhibition, % at 9.99 µM | HEK293 LGR2, CRE-luciferase, bursicon-stimulated, 4 h;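 active = drop in luminescence signal, shown as inhibition above about 50% in the replicate tests, limit read from the data, passing the limit was not always enough; inconclusive = probably only some replicates passing the limit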;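 note: agonist challenge used bursicon conditioned medium at about half maximal strength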
miR-122 sensor = miR-122 inhibition in Huh7 cells | Huh7 miR-122 Renilla luciferase sensor, 48 h; neutral wells = 0, positive control = 100 | activation (reporter increase), % at 12.5 µM | hit rate 0.3% among 340,000 | AID 602342;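 active = mean replicate activation score at least 90 and every replicate individually at or above 90; inconclusive = only one of the two criteria met; inactive = neither criterion met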;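 note: higher luciferase means less miR-122 activity so hits act as miR-122 inhibitors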
Casp6 inh = inhibitors of human caspase-6; purified caspase-6, Z-VEID-R110 cleavage fluorescence; hit rate 0.53% among 350,000; P55212; inhibition, % at 12.5 µM;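 active = mean inhibition across replicates at least about 35%, with every replicate also reaching that limit, limit read from the data; inconclusive = only one of the two criteria met; inactive = neither criterion met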;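 note: 0% = median of neutral control wells and 100% = no fluorescence left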
Target sequence (P55212 24-179 limits assumed): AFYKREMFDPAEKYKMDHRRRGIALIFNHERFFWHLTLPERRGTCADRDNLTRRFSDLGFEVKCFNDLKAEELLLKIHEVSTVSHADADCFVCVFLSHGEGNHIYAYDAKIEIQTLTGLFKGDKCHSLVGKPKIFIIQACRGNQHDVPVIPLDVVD
Target sequence (P55212 194-293 limits assumed): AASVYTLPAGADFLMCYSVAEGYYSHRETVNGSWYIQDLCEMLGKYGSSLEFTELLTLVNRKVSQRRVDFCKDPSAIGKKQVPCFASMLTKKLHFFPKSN
FN deposition inh = fibronectin deposition inhibition | AH1F fibroblasts, Alexa488-fibronectin deposition fluorescence, overnight | inhibition, % at 12.6 µM | hit rate 0.086% among 350,000 | AID 743247;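 active = mean inhibition across replicates of 30% or more, regardless of how many single replicates reach that level; inconclusive = mean under 30% yet at least half of replicates reach 30%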;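 note: positive control wells lacked labelled fibronectin entirely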
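Material: AH1F fibroblasts assembling fluorescent fibronectin matrix; amount: 10000 AH1F cells/well; medium: DMEM, 2% serum; reagent: Alexa488-fibronectin, 24 nM final in well; dosing: single compound dose, delivered by pin transfer; incubation: 1 h adhesion, overnight exposure; detection: fluorescence after three HBSS washes, excitation 485 nm, emission 525 nm; measure: fibronectin deposition inhibition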
PGC1a acetyl inh = modulators of PGC1a acetylation; AID 651687; inhibition, % at 15.6 µM; U2OS PGC1a acetylation, AlphaScreen anti-acetyl-lysine; with virally co-expressed GCN5 acetyltransferase; hit rate 0.17% among 350,000;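 active = every replicate shows inhibition of at least 40%; inconclusive = mean inhibition at least 40% but some replicate below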;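 note: 0% = neutral control wells and 100% = positive control wells; some results beyond the cut were filed as inactive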
Cneo AK release = Cryptococcus neoformans lysis via adenylate kinase release; C. neoformans lysis, adenylate kinase release luminescence, 4 h; normalised: neutral wells 0, clomiphene wells 100; lysis activity, % at 15 µM; hit rate 0.2% among 360,000;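 active = mean lysis activity across replicates of at least 80%, whatever share of replicates individually reach that level; inactive = mean lysis activity below 80%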
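Material – log-phase Cryptococcus neoformans yeast cells · Input – 5 × 10^6 yeast cells/mL · Medium – fresh YPD growth medium · Doses – single compound concentration per well · Timing – static 4 h at 37 °C with compound, 1 h detection · Detection – adenylate kinase release luminescence · Read-out – signal increase indicating cell lysis · Control set – Clomiphene as positive lysis control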
Starred values were filed as active, the others as inactive; ? = inconclusive; . = no result given; & = joins results of further samples; [ ] = another dose, or the depositor's remark. Rows are unselected; about 2.5% have a hit in one of these screens.

canonical_smiles,EWS-Fli block,PAX8 inh HTS,LGR2 inh,miR-122 sensor,Casp6 inh,FN deposition inh,PGC1a acetyl inh,Cneo AK release
COc1ccc(CNC(=O)CC[C@H]2O[C@@H](n3cnc4c(NC(=O)c5ccccc5)ncnc43)[C@H](O)[C@@H]2O)cc1,-2,-19,1,-2,2,1,-13,2
COc1cc(/C=N/Nc2ccc(S(N)(=O)=O)cc2[N+](=O)[O-])cc(OC)c1O,15,26,-1,.,1,-2,.,.
O=C(O)CC1(C(=O)O)CC2C=CC1C2 (configuration not stated),3,7,10,-20,16,0,.,0
C[C@H](CO)N1C[C@H](C)[C@H](CN(C)S(=O)(=O)c2cccs2)Oc2c(NS(=O)(=O)c3ccccc3)cccc2C1=O,-6,.,-8,46[16.7 µM],1,.,-4,.
CCc1sc(C(=O)Nc2ccc3c(c2)OCCO3)cc1Br,-94,-108,-98,-3,-2,-2,.,-14
O=C(O)C1CN(c2ncccc2[N+](=O)[O-])C1,8,-1,1,-6,-1,-3,6,-2
Cc1ccc(OC(C)C(=O)O)cc1C (configuration not stated),.,8,.,-6,.,2,-3,2
O=C(CCCn1c(SCC(=O)NC2CCCCC2)nc2ccccc2c1=O)NCC1CCCO1 (configuration not stated),.,8,.,-3,.,0,8,-2
CCOC(=O)c1c(NC(=O)COC(=O)CNC(=O)c2ccc(Cl)cc2Cl)sc(C(=O)N(C)C)c1C,-2,-10,0,1,-4,-2,9,4
COc1ccc(CCN2CC(C(=O)NCc3ccco3)CC2=O)cc1OC (configuration not stated),.,.,.,-5,.,-1,-2,3
COC(=O)[C@@H]1ON2OCC(C)=C3CCCC[C@@]32[C@H]1C(=O)OC,9,-20,-11,.,4,-4,.,.
CC(C)CN(C(=O)COC(=O)C1CC1)c1c(N)n(Cc2ccccc2)c(=O)[nH]c1=O,-1,13,-5,.,0,5,.,.
COc1cc(NC(=O)COC(=O)c2ccccc2SCC(=O)N2CCCC2)cc(OC)c1,-8,-1,3,2,-3,6,7,2
Cc1ccc(NC(=O)CSCC(=O)N(C)CCOc2ccc(Cl)cc2)cc1,4,2,4,5,5,6,2,0
COc1ccc(S(=O)(=O)N2CCC(C(=O)NCCC(=O)NC3CC3)CC2)cc1,.,-20,19,-8,-1,-1,-22,-3

The listing continues.
canonical_smiles,EWS-Fli block,PAX8 inh HTS,LGR2 inh,miR-122 sensor,Casp6 inh,FN deposition inh,PGC1a acetyl inh,Cneo AK release
O=[N+]([O-])c1ccc(N=Nc2ccc(O)cc2O)cc1,.,81*,.,-5,.,-2,10,-3
C[C@H](CO)N1C[C@H](C)[C@H](CN(C)C(=O)NC2CCCCC2)Oc2c(NS(C)(=O)=O)cccc2C1=O,-4,0,12,-4[16.7 µM],0,.,2,-2
NC(=O)c1ccccc1NC(=O)/C=C/c1ccc(Cl)cc1,.,.,-35,-8,.,-3,0,-3
C[C@H]1CCCCO[C@H](CN(C)C(=O)NC2CCCCC2)[C@@H](C)CN([C@@H](C)CO)C(=O)c2cc(NS(=O)(=O)c3ccc(F)cc3)ccc2O1,?,35,-2,-8[16.7 µM],1,3,9,2
O=C(NC1CCCCC1)C1CCN(S(=O)(=O)c2cccc3cccnc23)CC1,3,2,6,-6,0,-8,-1,-1
Cn1cc([N+](=O)[O-])c(C(=O)NNC(=O)c2ccc([N+](=O)[O-])cc2)n1,-23,-4,44,.,31,3,.,.
CC(=O)N1CCc2cc(C(=O)CN3CCN(c4cccc(Cl)c4)CC3)ccc21,-1,-2,-46,.,1,3,.,5
CC(=O)C1=C(C)NC(=O)NC1c1ccc(Cl)cc1 (configuration not stated),7,-9,2,.,-1,6,.,.
CCCCNC(=S)NNC(=O)c1cc(C)on1,20,.,6,0,0,.,-19,0
Cn1nc(-c2ccccc2)cc1NC(=O)Nc1ccccc1F,-23,0,-37,5,1,-8,8,-1
CCOc1ccc(-c2ccc(C3=CC(=O)C[C@H](c4ccc(F)cc4)C3)cc2)cc1,4,-9,2,4,-1,-5,19,0
CCC(=O)c1ccc(OCC(=O)NCCC2=CCCCC2)c(OC)c1,.,-1,-1,-4,4,13,.,1
Cc1ccc(C(=O)NC2CCCN(c3ccc(C(F)(F)F)cn3)C2)cn1 (configuration not stated),2,12,5,.,-3,-11,.,1
O=C(CCc1ccc(S(=O)(=O)NCCc2ccccc2)cc1)NCc1ccco1,.,.,3,45,.,.,-10,3
Cc1cccc(NC(=S)N/N=C/c2c[nH]c3ccccc23)c1,35,-34,.,69,0,5,3,-1

Next part, overlapping the part above by 3 compounds.
canonical_smiles,EWS-Fli block,PAX8 inh HTS,LGR2 inh,miR-122 sensor,Casp6 inh,FN deposition inh,PGC1a acetyl inh,Cneo AK release
Cc1ccc(C(=O)NC2CCCN(c3ccc(C(F)(F)F)cn3)C2)cn1 (configuration not stated),2,12,5,.,-3,-11,.,1
O=C(CCc1ccc(S(=O)(=O)NCCc2ccccc2)cc1)NCc1ccco1,.,.,3,45,.,.,-10,3
Cc1cccc(NC(=S)N/N=C/c2c[nH]c3ccccc23)c1,35,-34,.,69,0,5,3,-1
O=C(CSc1ccc([N+](=O)[O-])cc1)Nc1ccccc1N1CCOCC1,1,12,-7,-3,0,0,10,-1
CCC(C(=O)NCCc1ccccc1OC)n1nc(C)c2c(C)n(-c3ccccc3)nc2c1=O (configuration not stated),0,-4,-7,-3,-2,-1,-1,2
Cc1ccc(S(=O)(=O)N(Cc2ccccc2)c2ccccc2C(=O)NCc2cccnc2)cc1,.,.,-6,5,.,.,-3,5
O=C(NNC1=NS(=O)(=O)c2ccccc21)c1ccccc1Cl,0,-1,2,0,-1,0,-2,0
CCc1ccc2oc(C(=O)Nc3ccc(S(N)(=O)=O)cc3)c(C)c2c1,-1,0,0,-7,0,-2,16,6
CCCCN(CC)C(=O)c1cc2cc3ccc(Cl)cc3nc2o1,-40,-29,-35,.,5,8,.,.
CCOC(=O)C1=C(CSc2nccn2C)NC(=O)NC1c1ccc(OC)cc1 (configuration not stated),.,.,.,2,.,12,-13,-2
C=CCN(Cc1ccc(Cl)s1)C(=O)c1ccc(F)c(S(=O)(=O)N2CCOCC2)c1,9,18,16,.,0,1,-18,2
Cn1c(CNC(=O)c2ccco2)nnc1SCC(=O)N1CCN(c2ccccc2)CC1,-11,-5,-3,-2,2,-5,.,-8
CC=Cc1ccc2n(c1=O)C[C@@H]1[C@@H](CO)[C@H](C(=O)Nc3nccs3)N(C(=O)CC)[C@H]21 (mixture of isomers),0,.,-4,.,2,.,.,-3
O=C1CC(c2cccc(F)c2)c2c(c3ccccc3[nH]c2=O)O1 (configuration not stated),7,-19,-4,.,1,-18,.,.
C=C(C)CNC(=S)Nc1nc2c(cc1C(=O)OCC)CCCC2,-65,-148,-52,10,0,0,.,0
O=C(O)c1cccc(NC2=Nc3cccc4cccc2c34)c1,-27,-21,3,4,0,-8,1,.
Cc1ccc(S(=O)(=O)Cn2nnnc2C(CC(C)C)N2CCN(C3CCCC3)CC2)cc1 (configuration not stated),9,-9,0,-6,4,-1,0,8
N#C[C@@H]1N[C@@H](CO)[C@@H]1c1ccc(-c2ccccc2F)cc1,-9,-9,3,.,-2,2,-13,0

Next part:
canonical_smiles,EWS-Fli block,PAX8 inh HTS,LGR2 inh,miR-122 sensor,Casp6 inh,FN deposition inh,PGC1a acetyl inh,Cneo AK release
O=C(NCc1ccc2c(c1)OCO2)c1ccc(S(=O)(=O)C(F)F)cc1,8,20,5,6,-2,-10,.,.
CCCCNS(=O)(=O)c1ccc2nc(SCC(N)=O)[nH]c2c1,-7,-5,-2,153*,4,4,-2,-1
CCOC(=O)Cc1csc(NS(=O)(=O)c2ccc(C(F)(F)F)cc2)n1,6,12,.,-7,-1,-3,-5,-1
CCCC(=O)Nc1ccc2c(c1)C(=O)N(C)[C@@H]1CC[C@H](CC(=O)NCc3ccccc3F)O[C@H]1CO2,3,-5,5,38[16.7 µM],.,-9,1,-1
C[C@@H]1CN([C@@H](C)CO)C(=O)Cc2cc(NC(=O)CCC(F)(F)F)ccc2O[C@@H]1CN(C)S(=O)(=O)c1ccccc1,-3,12,2,-15[16.7 µM],-1,.,6,-2
CCN(CC)Cc1nc2nc(Cl)c(Cl)nc2[nH]1,0,-22,11,.,24,-11,.,2
CC1CCCC(C)N1C(=O)COC(=O)Cn1cnc2c1c(=O)n(C)c(=O)n2C (configuration not stated),1,-3,-8,-6,2,-7,-7,1
CCCCNC(=O)C1CCN(S(=O)(=O)c2cnc[nH]2)CC1,.,4,.,-1,.,8,3,-4
C[C@@H]1CN([C@@H](C)CO)C(=O)CCCn2cc(nn2)CO[C@H]1CN(C)S(=O)(=O)c1ccc2c(c1)OCCCO2,-18&3,-1&4,18&-13,8,-1&0,5&6,-6,0&2
CN(C)C(=O)COC(=O)c1cc(Cl)cc(Cl)c1N,.,.,.,5,.,4,6,1
CCN1CCCC1CNc1ccc(S(C)(=O)=O)cc1[N+](=O)[O-] (configuration not stated),0,-6,17,9,-5,-2,-2,0
C#CCNC(=O)C1=C[C@H](c2coc3ccccc3c2=O)C[C@H](OCc2ccc(CO)cc2)O1,9&1,5&7,4,14,0&1,11,-9&9,31&3
CC(=O)N(C)C[C@H]1Oc2cc(C#CC(C)(C)O)ccc2S(=O)(=O)N([C@@H](C)CO)C[C@@H]1C,-7,.,-14,0[16.7 µM],-3,-10,13,5

One compound at a time (already shown):
Entry for CCCC(=O)Nc1ccc2c(c1)C(=O)N(C)[C@@H]1CC[C@H](CC(=O)NCc3ccccc3F)O[C@H]1CO2 = EWS-Fli block = 3; PAX8 inh HTS = -5; LGR2 inh = 5; miR-122 sensor = 38[16.7 µM]; Casp6 inh = .; FN deposition inh = -9; PGC1a acetyl inh = 1; Cneo AK release = -1
Entry for CCN1CCCC1CNc1ccc(S(C)(=O)=O)cc1[N+](=O)[O-] (configuration not stated) = EWS-Fli block = 0; PAX8 inh HTS = -6; LGR2 inh = 17; miR-122 sensor = 9; Casp6 inh = -5; FN deposition inh = -2; PGC1a acetyl inh = -2; Cneo AK release = 0
